From PubChem BioAssay
MITF inh: human MITF inhibition, primary screen; O75030; AlphaScreen MITF homodimerization, bead proximity signal; inhibition, % at 2.6 µM; 0.91% of 650,000 active; AID 1259374; in the data active means inhibition above about 50%;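 further: 0% = vehicle wells with protein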
Target sequence (O75030 whole entry, looked up): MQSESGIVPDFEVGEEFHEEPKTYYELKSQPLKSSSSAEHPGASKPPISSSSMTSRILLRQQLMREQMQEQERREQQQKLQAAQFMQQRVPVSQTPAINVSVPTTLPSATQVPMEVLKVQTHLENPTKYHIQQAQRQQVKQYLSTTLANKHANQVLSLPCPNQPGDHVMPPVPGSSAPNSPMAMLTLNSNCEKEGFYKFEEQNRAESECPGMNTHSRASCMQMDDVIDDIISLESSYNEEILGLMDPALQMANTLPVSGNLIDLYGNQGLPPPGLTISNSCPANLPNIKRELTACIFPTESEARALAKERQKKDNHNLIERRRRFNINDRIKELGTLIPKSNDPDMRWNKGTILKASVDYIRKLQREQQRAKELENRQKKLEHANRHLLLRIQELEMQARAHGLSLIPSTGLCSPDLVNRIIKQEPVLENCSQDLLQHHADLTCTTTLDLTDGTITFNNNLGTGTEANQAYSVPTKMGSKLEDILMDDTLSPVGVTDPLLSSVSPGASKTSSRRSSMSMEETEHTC
GPR151 activ: human GPR151 activation; 1% of 650,000 active; activation, % at 11.2 µM; PathHunter beta-arrestin GPR151 cells, luminescence; Q8TDV0; AID 1508602; in the data active means activation above about 4.9%;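 further: 0% = median of compound wells and 100% = cells with positive control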
Target sequence (Q8TDV0 whole entry, looked up): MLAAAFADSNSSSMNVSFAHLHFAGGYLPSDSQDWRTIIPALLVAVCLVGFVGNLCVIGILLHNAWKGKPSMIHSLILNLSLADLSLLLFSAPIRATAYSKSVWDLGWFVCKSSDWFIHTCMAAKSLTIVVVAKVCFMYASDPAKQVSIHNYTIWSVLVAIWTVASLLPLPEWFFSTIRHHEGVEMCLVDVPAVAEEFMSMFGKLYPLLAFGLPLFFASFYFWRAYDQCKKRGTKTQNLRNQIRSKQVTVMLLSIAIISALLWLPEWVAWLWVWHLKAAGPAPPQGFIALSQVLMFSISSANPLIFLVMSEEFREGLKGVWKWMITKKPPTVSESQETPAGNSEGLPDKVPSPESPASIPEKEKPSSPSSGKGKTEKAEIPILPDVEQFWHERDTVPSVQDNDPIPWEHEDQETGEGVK
FBW7 act: human FBW7 E3 ligase activation, primary screen. AlphaScreen FBW7–phospho-cyclin E peptide binding, activator screen. normalized activity (activation), % at 26.1 µM. 0.13% of 650,000 active. AID 1259310; in the data active means normalized activity above about 1.9%;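 further: purified mutant Fbw7 with reduced substrate affinity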
TEAD-YAP inh: TEAD-YAP interaction inhibition | 1.4% of 640,000 active | AID 1259422 | inhibition, % at 9.12 µM | HEK-TIYL cells, TEAD-Gal4/YAP UAS-luciferase luminescence; in the data active means inhibition above about 32%;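 further: 0% = median of test compound wells and 100% = reference inhibitor wells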
* hit, by the source's call. Random draw from the library; about 3.5% have a hit in one of these screens.

[1] CC1CCCN(S(=O)(=O)c2cc(C(=O)c3c(N)n(C)c(=O)[nH]c3=O)ccc2Cl)C1 (stereo not drawn)
[2] O=C(c1ccc(S(=O)(=O)Cc2cccc(F)c2)c([N+](=O)[O-])c1)N1CCc2ccccc21
[3] CCOCCCNC(=O)/C(C#N)=C/c1c(Oc2cccc(C)c2)nc2ccccn2c1=O
[4] Cc1ccc(C2=NN(S(C)(=O)=O)C(c3cc4ccc(C)cc4nc3Cl)C2)cc1 (stereo not drawn)
[5] c1cnc2ccc(CN3CCc4nnc(C5CCCO5)n4CC3)cc2c1 (stereo not drawn)
[6] O=C(Cn1ccc2ccccc21)Nc1ccc2cn[nH]c2c1
[7] COc1ccc(-c2nnc3ccc(SCC(=O)NCC4CCCO4)nn23)cc1 (stereo not drawn)
[8] COCCNCCOc1cc(C)ccc1C(C)(C)C

compound no.,1,2,3,4,5,6,7,8
MITF inh,14,7,0,2,-4,-1,1,51*
GPR151 activ,0.9,-0.8,-8.2,0.6,-0.9,3.0,-1.0,-1.2
FBW7 act,0.3,0.5,-0.1,0.0,-0.1,-0.1,0.0,0.2
TEAD-YAP inh,6,8,2,-2,-8,-29,-8,10

[9] Cc1ccc(-c2cc3c(=O)n(Cc4ccccc4)ccn3n2)cc1C
[10] O=C(NCCN1CCOCC1)c1csc(NCCN2CCOCC2)n1
[11] Fc1ccccc1-c1nc(N2CCN(c3ccccc3)CC2)c2ccccc2n1
[12] C=CCc1cccc(/C=N/NC(=O)c2cccnc2)c1O
[13] COCc1cc(C)nc2sc(C#N)c(N)c12
[14] CC(C)c1ccccc1OCCOCC(O)CN1CCN(c2ccc(F)cc2)CC1 (stereo not drawn)
[15] COc1ccc(C(=O)NNC(=O)COc2ccc(C)cc2Br)cc1
[16] CCNC(=O)C(C)Oc1ccc(Cl)cc1C (stereo not drawn)

compound no.,9,10,11,12,13,14,15,16
MITF inh,4,8,-5,11,1,-5,4,-8
GPR151 activ,-0.6,-0.9,0.2,0.6,2.6,-0.3,1.8,5.5*
FBW7 act,0.1,0.3,0.0,-0.6,0.1,-0.3,0.0,0.1
TEAD-YAP inh,0,4,-5,14,-1,0,0,2

[17] Cc1[nH]n(-c2ccccc2)c(=O)c1C(=O)c1cccc(Br)c1
[18] CC(C)(C)c1ncn(-c2ccc(Nc3nccc(-c4cccc(Nc5ccccc5)n4)n3)cc2)n1
[19] C[C@H](NS(=O)(=O)c1cccc2nsnc12)C(=O)Nc1ccc2c(c1)CCC2
[20] NS(=O)(=O)c1ccc(NC(=O)CSc2nnc3ccccn23)cc1
[21] O=C(Cn1c(=O)n(Cc2ccccc2)c(=O)c2oc3ccccc3c21)Nc1ccc(F)cc1
[22] Cc1nnc(Sc2cc(NCCO)c([N+](=O)[O-])c3nonc23)s1
[23] O=C1NC(c2ccccc2F)Nc2ccccc21 (stereo not drawn)
[24] CCOC(=O)N1CCN(CC(=O)c2ccc3c(c2)CCN3)CC1

compound no.,17,18,19,20,21,22,23,24
MITF inh,12,-12,-10,11,2,7,-1,-8
GPR151 activ,1.3,1.7,1.3,-0.8,-1.2,0.7,2.5,0.4
FBW7 act,0.1,-0.1,-0.2,0.4,0.8,-0.2,-0.1,-0.1
TEAD-YAP inh,59*,-33,2,4,9,-4,10,4

[25] O=[N+]([O-])c1c(Nc2ccc(Br)cc2)cc(N2CCCCCC2)c2nonc12
[26] Cc1nc2ccccn2c1C(=O)NCCc1ccccc1
[27] Cn1c(SCC(=O)Nc2ccc3nc(SCC(=O)Nc4ccccc4F)sc3c2)nnc1-c1ccccc1
[28] N#CC1(NS(=O)(=O)c2cc([N+](=O)[O-])ccc2Cl)CCCCC1
[29] CCCCc1ccc(C2=N/C(=C\c3ccc(F)cc3)C(=O)N2c2cc(Cl)ccc2Cl)cc1
[30] O=C(CCCNC(=O)Cn1cnc2sc3c(c2c1=O)CCCC3)NCc1ccco1
[31] O=C(Cn1cnc2ccccc2c1=O)Nc1cccc([N+](=O)[O-])c1
[32] O=C(NC1CCN2CCCc3cccc1c32)c1cccs1 (stereo not drawn)

compound no.,25,26,27,28,29,30,31,32
MITF inh,5,-2,-11,-5,7,-13,6,-10
GPR151 activ,0.5,-0.9,-0.1,-1.1,0.2,0.5,-0.4,-0.6
FBW7 act,0.1,0.3,-0.1,0.0,-0.2,0.1,0.2,-0.1
TEAD-YAP inh,3,14,-1,-3,6,5,5,4

[33] COc1ccc(NC(=O)C(=O)Nc2ccc3nc4n(c(=O)c3c2)CCCCC4)c(OC)c1
[34] COc1ccc2nc(C)cc(Nc3ccc(O)cc3)c2c1
[35] COc1cccc(NC(=O)CCC2CCN(C(=O)c3cc(C(C)C)no3)CC2)c1
[36] Clc1ccc(OCc2cccs2)c(CNCc2cccnc2)c1
[37] COc1ccc(OC)c2c1sc(=NC(=O)c1ccc(N(C)C)cc1)n2C
[38] Cc1ccc(-c2nnc(NC(=O)C3CCCN3S(C)(=O)=O)o2)c(C)c1 (stereo not drawn)
[39] N#Cc1c(N)n(-c2cccc(F)c2)c2nc3ccccc3nc12
[40] CC(C)n1cnc2c(NC3CC3)nc(-c3ccc(C(=O)NC4CC4)cc3)nc21

compound no.,33,34,35,36,37,38,39,40
MITF inh,2,2,-4,7,-4,10,-6,18
GPR151 activ,-1.3,-0.9,-0.8,-1.3,-1.1,-0.4,-1.3,-0.6
FBW7 act,0.0,-0.1,-0.1,0.1,0.1,-0.6,0.1,0.0
TEAD-YAP inh,9,34*,-2,6,-12,2,-1,33*

[41] CC1=C(C(=O)OC2CCCC2C)C(c2ccc(N(C)C)cc2)NC(=S)N1 (stereo not drawn)
[42] CCc1cc(=O)n(CC(=O)Nc2ccc(Br)cc2)c(-n2nc(C)cc2C)n1
[43] CCOC(=O)N1CCC(N2CCCC(N3CCN(c4ccccc4OC)CC3)C2)CC1 (stereo not drawn)
[44] Cc1cc(Cl)c(OCCOCCN2CCNCC2)c(Cl)c1
[45] CCOC(=O)c1cc(-c2cccs2)nc2nc(N(CC)CC)sc12
[46] O=C(CCCn1c(=S)[nH]c2ccc(Br)cc2c1=O)N1CCc2ccccc2C1
[47] CCOC(=O)c1ccc(-n2c(N)c(C(=O)NCc3ccc4c(c3)OCO4)sc2=S)cc1
[48] CSc1nc2nc3c(cc2c(=O)[nH]1)C(O)Oc1ccc(C)cc1-3 (stereo not drawn)

compound no.,41,42,43,44,45,46,47,48
MITF inh,10,1,-4,90*,5,12,9,1
GPR151 activ,1.0,1.4,-2.2,2.7,-0.5,-0.5,0.6,-0.8
FBW7 act,-0.2,-0.1,-0.2,-0.1,0.0,0.3,-0.3,-0.1
TEAD-YAP inh,5,18,6,3,-9,9,2,-9

[49] COc1ccccc1N1C(=O)/C(=C/c2ccncc2)SC1=S
[50] COc1ccccc1NC(=O)Cn1nnc(-c2ccccc2NC(=O)c2cccc(C)c2)n1
[51] O=C(CSc1ncn(-c2ccccc2)n1)Nc1ccc(Cl)cc1
[52] O=C(NCc1ccccc1)Nc1cccs1
[53] c1ccc2c(c1)OCC(c1nc3c4c5c(sc4ncn3n1)CCCC5)O2 (stereo not drawn)
[54] O=C(NCCn1ncc2c(=O)n(Cc3ccccc3F)cnc21)c1ccco1
[55] CC(C)(C)C1CCc2c(sc3c2C(=O)NC(c2ccc(Br)cc2)N3)C1 (stereo not drawn)
[56] Cc1cccc(NC(=O)CCS(=O)(=O)c2ccc3c(c2)n(C)c(=O)c(=O)n3C)c1C

compound no.,49,50,51,52,53,54,55,56
MITF inh,9,2,9,3,12,-6,-16,7
GPR151 activ,0.7,0.2,-1.3,0.2,-0.2,1.9,-0.3,-1.0
FBW7 act,0.0,-0.1,0.1,0.0,0.0,-0.1,-0.4,0.6
TEAD-YAP inh,-1,5,7,-22,2,2,3,0

Shown with two lines to a compound: entries from further up.
Screens in order – MITF inh | GPR151 activ | FBW7 act | TEAD-YAP inh
53. c1ccc2c(c1)OCC(c1nc3c4c5c(sc4ncn3n1)CCCC5)O2 (stereo not drawn)
  12 | -0.2 | 0.0 | 2
52. O=C(NCc1ccccc1)Nc1cccs1
  3 | 0.2 | 0.0 | -22
51. O=C(CSc1ncn(-c2ccccc2)n1)Nc1ccc(Cl)cc1
  9 | -1.3 | 0.1 | 7
55. CC(C)(C)C1CCc2c(sc3c2C(=O)NC(c2ccc(Br)cc2)N3)C1 (stereo not drawn)
  -16 | -0.3 | -0.4 | 3

Next section:
[57] COc1ccc(C2=NN(c3nc(-c4ccccc4)c4cc(Br)ccc4n3)C(c3ccccc3)C2)cc1 (stereo not drawn)
[58] COc1cc(OC)c(OC)cc1/C=C1\N=C(c2ccc(F)cc2)OC1=O
[59] CCc1nc2ccccc2n1Cc1ccc(C(C)(C)C)cc1
[60] Cn1c(=O)c2c(NC(=O)c3ccc(-c4ccccc4)cc3)ccnc2n(C)c1=O
[61] COc1ccc(N/C(C)=C/C(=O)c2ccc(C)cc2)c(OC)c1
[62] CCn1c(SCC(=O)N2CCCC2)nc2c(c1=O)SC(C)C2 (stereo not drawn)
[63] N=c1c(C(=O)NCc2cccnc2)cc2c(=O)n3ccccc3nc2n1Cc1ccco1
[64] O=C1NC(=O)C(=Cc2cccc(OC(=O)c3cccs3)c2)C(=O)N1

compound no.,57,58,59,60,61,62,63,64
MITF inh,-5,-8,2,-2,9,0,24,16
GPR151 activ,0.1,-1.0,0.8,-2.5,-0.4,0.4,0.7,-0.7
FBW7 act,0.2,0.0,0.0,0.0,0.0,-0.2,0.1,0.1
TEAD-YAP inh,-10,6,-49,-19,0,-8,7,6

[65] C#CC1(NC(=O)NCCCC)CCCCC1
[66] COc1ccc(-c2nccnc2N2CCN(C)CC2)cc1
[67] CC1=C(C(=O)NCCN2Cc3ccccc3OC(c3ccccc3F)C2)OCCO1 (stereo not drawn)
[68] O=Cc1ccc(OCc2ccccc2[N+](=O)[O-])c(Br)c1
[69] Cc1ccc(Cl)cc1NC(=O)CN(c1cccc(Cl)c1C)S(C)(=O)=O
[70] COc1ccc(-c2nn(-c3ccccc3)cc2C(=O)Nc2nccs2)cc1OC
[71] Cc1cc(N(CC(=O)Nc2ccccc2F)S(C)(=O)=O)ccc1Br
[72] O=C1c2ccccc2C(=O)N1CCCCN(C(=O)c1ccccc1Br)c1ccc(Cl)cc1

compound no.,65,66,67,68,69,70,71,72
MITF inh,-13,5,15,11,-8,17,3,17
GPR151 activ,-2.4,-0.7,4.8,1.1,2.7,0.0,0.5,1.9
FBW7 act,0.1,-0.1,0.5,-0.1,-0.2,0.4,0.3,0.1
TEAD-YAP inh,4,-4,5,-14,-6,4,7,12

[73] CCCSc1nc2c(c(=O)[nH]c(=O)n2C)n1CC(O)COc1ccccc1C (stereo not drawn)
[74] CCCCCNC(=O)c1ccc2c(c1)ncn2-c1cccc(F)c1
[75] CCCCOn1c(C)c(C(=O)OCC)c2c3no[n+]([O-])c3ccc21
[76] COCCN(C(C)=O)c1nnc(-c2ccc(F)cc2)s1
[77] COC(=O)c1ccc(C(=O)NC(=S)Nc2nc3c(s2)CC(C)CC3)cc1 (stereo not drawn)
[78] O=C(CNC(=O)C1COc2ccccc2O1)N/N=C/c1cccs1 (stereo not drawn)
[79] Cc1cc2c(=O)n(CC(=O)NC3CCCC(C)C3C)cnc2s1 (stereo not drawn)
[80] CC1=NN(c2ccccc2)C(=O)C1N=Nc1ccc(C)cc1 (stereo not drawn)

compound no.,73,74,75,76,77,78,79,80
MITF inh,-2,-2,4,10,-12,14,-1,9
GPR151 activ,-1.0,0.2,-0.6,-1.1,1.4,0.1,0.1,1.0
FBW7 act,0.0,0.0,-0.3,0.3,-0.1,0.2,0.1,-0.1
TEAD-YAP inh,4,-14,0,-33,-18,1,5,10

[81] O=C(COc1ccccc1)N(Cc1ccncc1)c1nc2ccc(F)cc2s1
[82] CC(C)CCNC(=O)c1cc(=O)[nH]c2ccc(Br)cc12
[83] CCOC(=O)CC(NC(=O)c1ccco1)c1ccc(C)cc1 (stereo not drawn)
[84] O=C(NCCO)/C(=C\c1cccc(Br)c1)NC(=O)c1ccco1
[85] CCCCOc1ccc(C(=O)NCCCCCC(=O)O)cc1

compound no.,81,82,83,84,85
MITF inh,0,4,15,1,-4
GPR151 activ,1.5,-0.3,0.8,0.0,-0.5
FBW7 act,-0.1,0.1,0.2,0.2,-0.4
TEAD-YAP inh,-9,2,5,1,27
